BL2 CD40 inh: CD40 pathway inhibition in BL2 cells. BL2 NF-kB luciferase reporter, CD40L-induced, 4 h. inhibition, % at 10 µM. 83,000 tested, 0.94% active. AID 1053188;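 active = mean inhibition of at least 50% with a set share of replicates also reaching that level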;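 note: 0% = neutral control wells and 100% = IKK inhibitor VII at 50 µM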
* hit, by the source's call; [ ] = another dose, or the depositor's remark. An excerpt (hit frequency here may not be typical).

Cc1cccc(C2c3[nH]c4ccccc4c3CCN2C(=O)c2cc(CC(C)C)[nH]c(=O)n2)n1 (stereo unspecified) was read as BL2 CD40 inh -1.
`CCOc1cc(/C=N/NC(=O)CN2CCOCC2)ccc1OCc1ccccc1` gave BL2 CD40 inh 2.
`CCCCCn1c(=O)[nH]c2cc(C(=O)NCc3ccco3)ccc2c1=O` gave BL2 CD40 inh 14.
Cc1onc(-c2ccccc2)c1C(=O)Nc1ccc(S(=O)(=O)Nc2nccs2)cc1 was read as BL2 CD40 inh 9.
Cc1ccnc2nc(C(=O)Nc3ccc4c(c3)OCO4)nn12 was read as BL2 CD40 inh 9.
Screening CN1c2ccc(C#Cc3cccnc3)cc2[C@@H]2[C@@H](CCN2C(=O)C2CCC2)[C@@H]1CO returned BL2 CD40 inh -6.
COc1ccccc1CNC(=O)c1cn(C)c2ccc(S(=O)(=O)N3CCCCC3)cc2c1=O was read as BL2 CD40 inh 3.
For COc1ccc(-c2nnnn2C)cc1S(=O)(=O)NCc1ccccc1 the results were BL2 CD40 inh 15.
For COc1ccc(NC(=O)CC2CC3CCC2C3)cn1 (stereo unspecified) the results were BL2 CD40 inh -21.
`Cc1c(C(=O)O)sc(S(=O)(=O)N2CCN(C(=O)CC(C)c3ccccc3)CC2)c1C(=O)O` (stereo unspecified) gave BL2 CD40 inh 8.
For Cc1c(Cc2ccccc2)c(=O)oc2c(CN(C)C)c(O)c(Cl)cc12 the results were BL2 CD40 inh 8.
COc1cc2[nH]c(=O)n(CCC(=O)NC3CCCC3)c(=O)c2cc1OC was read as BL2 CD40 inh 10.
`C[C@H](CO)N1C[C@H](C)[C@H](CN(C)S(=O)(=O)CC(F)(F)F)OCc2ccccc2-c2ccccc2C1=O` gave BL2 CD40 inh -9[25 µM].
For COc1cccc(-c2ccc3c(c2)[C@H]2[C@H](CCN2C(=O)Cc2ccncc2)[C@H](CO)N3)c1 the results were BL2 CD40 inh -23[25 µM].
For COc1ccc(CNc2oc(-c3ccccc3)nc2C#N)cc1 the results were BL2 CD40 inh -12.
COc1ccc(/C=C/C(=O)c2cc(F)ccc2OC(=O)c2ccccc2OC)cc1OC was read as BL2 CD40 inh 1.
Screening O=C(Cn1c(=O)n(-c2ccccc2)c(=O)n1CC(=O)N1CCCCC1)N1CCCCC1 returned BL2 CD40 inh -25.
For Cc1ccc(C(=O)N2CCN(c3ncnc4c(C)csc34)CC2)cc1 the results were BL2 CD40 inh -6.
For COCC(=O)N1[C@H](C#N)[C@H](c2ccccc2-c2ccccc2F)[C@H]1CO the results were BL2 CD40 inh -1[25 µM].
`CC(C)NC(=O)N1CCCCN2[C@@H](CO)[C@H](c3ccc(C#C[C@@H](C)O)cc3)[C@@H]2C1` gave BL2 CD40 inh -5[25 µM].

Compounds shown so far that contain an NH in an aromatic ring (3):
Cc1cccc(C2c3[nH]c4ccccc4c3CCN2C(=O)c2cc(CC(C)C)[nH]c(=O)n2)n1 (stereo unspecified) was read as BL2 CD40 inh -1.
`CCCCCn1c(=O)[nH]c2cc(C(=O)NCc3ccco3)ccc2c1=O` gave BL2 CD40 inh 14.
COc1cc2[nH]c(=O)n(CCC(=O)NC3CCCC3)c(=O)c2cc1OC was read as BL2 CD40 inh 10.

Returning to the listing; the 5 compounds before the break are reprinted first.
COc1ccc(/C=C/C(=O)c2cc(F)ccc2OC(=O)c2ccccc2OC)cc1OC was read as BL2 CD40 inh 1.
Screening O=C(Cn1c(=O)n(-c2ccccc2)c(=O)n1CC(=O)N1CCCCC1)N1CCCCC1 returned BL2 CD40 inh -25.
For Cc1ccc(C(=O)N2CCN(c3ncnc4c(C)csc34)CC2)cc1 the results were BL2 CD40 inh -6.
For COCC(=O)N1[C@H](C#N)[C@H](c2ccccc2-c2ccccc2F)[C@H]1CO the results were BL2 CD40 inh -1[25 µM].
`CC(C)NC(=O)N1CCCCN2[C@@H](CO)[C@H](c3ccc(C#C[C@@H](C)O)cc3)[C@@H]2C1` gave BL2 CD40 inh -5[25 µM].
CCc1cc(C(C)=O)c(O)cc1OCCCCCC(C)(C)c1nn[nH]n1 was read as BL2 CD40 inh 0[25 µM].
`O=C(Nc1ccc(N2CCCC2)cc1)C(c1ccccc1)c1ccccc1` gave BL2 CD40 inh 9.
`Fc1ccc(-c2nnn(Cc3nc4ccccc4s3)n2)cc1` gave BL2 CD40 inh -15.
`COc1ccc(C2CC(=O)NC(=O)C2)cc1` gave BL2 CD40 inh 8.
For O=C(C[C@H]1CC[C@H]2[C@@H](COC[C@@H](O)CN2S(=O)(=O)c2cccc(Cl)c2)O1)N1CCOCC1 the results were BL2 CD40 inh -6[25 µM].
C[C@@H]1CN([C@H](C)CO)C(=O)c2cc(NS(=O)(=O)c3ccc(Cl)cc3)ccc2O[C@H]1CN(C)CC1CCCCC1 was read as BL2 CD40 inh 3[25 µM].
`Cc1cc(SC(C)C(=O)O)nc2ccccc12` (stereo unspecified) gave BL2 CD40 inh -13.
`CN(C(=O)COC(=O)c1ccccc1OCc1ccc(F)cc1)C1CCS(=O)(=O)C1` (stereo unspecified) gave BL2 CD40 inh -3.
For O=C(Cc1ccccc1)N1CC[C@@H]2[C@H](CO)Nc3ccc(C4=CCCCC4)cc3[C@@H]21 the results were BL2 CD40 inh 23[25 µM].
`CN(C)C(=O)c1ccc(-c2ccc(C3[C@H]4CNC[C@@H]3N4C(=O)Nc3cc(F)ccc3F)cc2)cc1` (stereo partly specified) gave BL2 CD40 inh -15[25 µM].
Cc1cccc(S(=O)(=O)N(C)C[C@@H]2OCc3ccccc3-c3ccccc3C(=O)N([C@H](C)CO)C[C@H]2C)c1 was read as BL2 CD40 inh 1.
CCC(=O)N1[C@H](CO)[C@@H](c2ccccc2)C12CN(C(=O)Nc1ccccc1F)C2 was read as BL2 CD40 inh -9[25 µM].
For O=C(c1cccc(S(=O)(=O)N2CCCC2)c1)N1CCN(c2ccccc2)CC1 the results were BL2 CD40 inh 2.
O=C(O)CC1SC(=Nc2ccccc2)N(c2ccccc2)C1=O (stereo unspecified) was read as BL2 CD40 inh 2.
`O=C(c1cccc(S(=O)(=O)N2CCCCC2)c1)N(CCc1ccccc1)Cc1ccccc1` gave BL2 CD40 inh 15.
Screening CC(=O)N1CCN(S(=O)(=O)c2cccc(C(=O)OCc3cccc(F)c3)c2)CC1 returned BL2 CD40 inh 0.
`O=C(Nc1nc(SCc2ccc(F)cc2)ns1)c1ccco1` gave BL2 CD40 inh -26.
CN(C)C(CNC(=O)c1ccc2ccccc2n1)c1ccccc1 (stereo unspecified) was read as BL2 CD40 inh -2.
CC(C)NC(=O)N1CC2(C1)[C@@H](c1ccccc1)[C@@H](CO)N2C(=O)C1CCOCC1 was read as BL2 CD40 inh -7[25 µM].
`COc1cccc(CN2[C@H](CO)[C@H]3c4ccccc4N(C(=O)c4ccncc4)C[C@H]32)c1` gave BL2 CD40 inh 3.
`CC1CCN(C(=O)CN2C(=O)NC3(CCCc4ccccc43)C2=O)CC1` (stereo unspecified) gave BL2 CD40 inh 2.
Screening COc1cccc(NC(=O)Nc2ccc3c(c2)C(=O)N(C)C[C@H](OC)[C@@H](C)CN(CC2CC2)[C@@H](C)CO3)c1 returned BL2 CD40 inh -5[25 µM].
COc1ccc2c3c([nH]c2c1)[C@H](CO)N(C(=O)c1ccccc1)CC31CN(C(=O)c2cccc(F)c2)C1 was read as BL2 CD40 inh 3.
Screening O=C(NC12CC3CC(CC(C3)C1)C2)N1CCN(c2ccccn2)CC1 returned BL2 CD40 inh -4.
For COc1ccccc1CN1[C@H](CO)[C@@H]2c3ccccc3N(C(=O)C3CC3)C[C@@H]21 the results were BL2 CD40 inh 0.
`COC(=O)Nc1ccc(C)c(NC(=O)OC)c1` gave BL2 CD40 inh 9.
Screening CCc1c(C)nc2c(OC)cccc2c1Cl returned BL2 CD40 inh -4.
Screening O=C(Cc1ccccn1)N1CC(=O)N2[C@H](CO)[C@H](c3ccc(C#CC4CCCC4)cc3)[C@H]2C1 returned BL2 CD40 inh 4.
`COc1ccc(CCNc2ccc(C(=O)O)cc2[N+](=O)[O-])cc1OC` gave BL2 CD40 inh 2.
`N#C[C@@H]1[C@@H](c2ccc(-c3ccccc3F)cc2)[C@H](CO)N1C(=O)Cc1ccccc1` gave BL2 CD40 inh 3[25 µM].
For Cc1[nH]c(=O)[nH]c(=O)c1S(=O)(=O)N1CCOCC1 the results were BL2 CD40 inh -6.
`COc1cc(S(=O)(=O)N2CCOCC2)ccc1NC(=O)c1cc2c(s1)CCC2` gave BL2 CD40 inh 3.
For Cc1nc2cc(Cl)c([N+](=O)[O-])cc2s1 the results were BL2 CD40 inh 3.
`C#CCOC(=O)C1C2C=CC(C2)C1C(=O)O` (stereo unspecified) gave BL2 CD40 inh 7.
`COc1ccccc1S(=O)(=O)N1CC[C@H]2[C@H](CO)Nc3ccc(-c4ccc(C#N)cc4)cc3[C@H]21` gave BL2 CD40 inh 5[25 µM].
Screening O=C(CNC(=O)C12CC3CC(CC(C3)C1)C2)N1CCCC(C(F)(F)F)C1 (stereo unspecified) returned BL2 CD40 inh 4.
Screening CC(=O)c1cccc(OCC(=O)c2cc(C)n(-c3cc(C)on3)c2C)c1 returned BL2 CD40 inh 6.
Screening CC(C)CN(C(=O)COC(=O)CSc1ccccc1F)c1c(N)n(Cc2ccccc2)c(=O)[nH]c1=O returned BL2 CD40 inh 1.
Cn1cnnc1SCC(=O)Nc1ccc(Cl)c(S(=O)(=O)N2CCOCC2)c1 was read as BL2 CD40 inh 12.
For C[C@@H]1CN([C@@H](C)CO)C(=O)c2c(c3ccccc3n2C)-c2ccccc2CO[C@@H]1CN(C)S(=O)(=O)c1ccsc1 the results were BL2 CD40 inh -4.

Four entries out of the list, ordered by length of the SMILES, highest first:
For COc1cccc(-c2ccc3c(c2)[C@H]2[C@H](CCN2C(=O)Cc2ccncc2)[C@H](CO)N3)c1 the results were BL2 CD40 inh -23[25 µM].
Screening O=C(Cn1c(=O)n(-c2ccccc2)c(=O)n1CC(=O)N1CCCCC1)N1CCCCC1 returned BL2 CD40 inh -25.
Screening CC(=O)c1cccc(OCC(=O)c2cc(C)n(-c3cc(C)on3)c2C)c1 returned BL2 CD40 inh 6.
CN(C)C(CNC(=O)c1ccc2ccccc2n1)c1ccccc1 (stereo unspecified) was read as BL2 CD40 inh -2.

(further entries)
For O=C(COC(=O)CNC(=O)c1ccccc1)Nc1ccc(Cl)cn1 the results were BL2 CD40 inh 8.
Screening Oc1cccc(C(Nc2nccs2)c2ccc3cccnc3c2O)c1 (stereo unspecified) returned BL2 CD40 inh -2.
For Cc1nn2c(-n3ccnc3)c3c(nc2c1-c1ccccc1)CCC3 the results were BL2 CD40 inh 6.
For O=[N+]([O-])c1cccc2c(Cl)ccnc12 the results were BL2 CD40 inh 21.
`CCCC(=O)NCc1nc2ccccc2n1C` gave BL2 CD40 inh 7.
For COc1cccc(-c2ccc(C3[C@H]4CNC[C@@H]3N4CC3CCCCC3)cc2)c1 (stereo partly specified) the results were BL2 CD40 inh 4[25 µM].
Cc1cc(CCNC=O)c(C)c2c1sc1ccccc12 was read as BL2 CD40 inh -36.
Screening CC(=O)N1CCN(S(=O)(=O)c2cccc(C(=O)NCCC3=CCCCC3)c2)CC1 returned BL2 CD40 inh 31.
`CC(CCc1ccco1)NC(=O)c1cc2c(-c3ccccc3F)nn(C)c2s1` (stereo unspecified) gave BL2 CD40 inh 18.
`CS(=O)(=O)Nc1ccc2c(c1)[C@H]1C[C@H](CC(=O)NCCc3ccccc3)O[C@H](CO)[C@H]1O2` gave BL2 CD40 inh 2[25 µM].
`COc1ccc(O)c(C(=O)c2cnc3onc(C)c3c2)c1` gave BL2 CD40 inh -6.
For Cc1cccn2c(=O)nc(SCC(=O)NC3CCCCC3)nc12 the results were BL2 CD40 inh 3.
Screening O=C(COC(=O)CCCNC(=O)c1ccc(Cl)cc1)NC1CC1 returned BL2 CD40 inh 24.
Screening CC(C)NC(=O)COC(=O)c1cc(Br)ccc1Cl returned BL2 CD40 inh -4.
`NS(=O)(=O)c1cccc(NC(=O)CCc2ccc(S(=O)(=O)N3CCOCC3)cc2)c1` gave BL2 CD40 inh -3.
`CCOc1ccc(C(=O)CCC(=O)NC(C)C(=O)OC)cc1` (stereo unspecified) gave BL2 CD40 inh -24.
For CC(=O)Nc1cccc2c1O[C@H](CN(C)C(=O)OC(C)(C)C)[C@@H](C)CN(C)C2=O the results were BL2 CD40 inh 2.
CS(=O)(=O)N1[C@@H](C#N)[C@H](c2ccc(C#CC3CCCC3)cc2)[C@@H]1CO was read as BL2 CD40 inh -14[25 µM].
`CCCCCCC(=O)Nc1ccc(Br)cn1` gave BL2 CD40 inh -40.
For CCCNC(=O)CCc1cc(C(C)(C)C)c(O)c(C(C)(C)C)c1 the results were BL2 CD40 inh 6.
Screening Cc1nnc(SCCn2c(Br)nc3c2c(=O)n(C)c(=O)n3C)s1 returned BL2 CD40 inh 6.
CCn1nccc1NC(=O)c1csc([C@@H]2O[C@H](CO)[C@H](O)[C@H](O)[C@H]2O)n1 was read as BL2 CD40 inh 6.
Screening Cc1cc(NC(=O)c2c(-c3ccccc3Cl)noc2C)no1 returned BL2 CD40 inh 2.
For Cc1ccc(C(=O)OCC(=O)N(CCc2ccccc2)Cc2ccccc2)cc1S(=O)(=O)N1CCOCC1 the results were BL2 CD40 inh 0.
Screening CC(C)NC(=O)N1CC2(C1)[C@H](c1ccccc1)[C@H](CO)N2C(=O)C1CCOCC1 returned BL2 CD40 inh -11[25 µM].
`COc1ccc2c3c([nH]c2c1)[C@H](CO)N(S(C)(=O)=O)CC31CN(CC2CCOCC2)C1` gave BL2 CD40 inh -3[25 µM].
Screening Nc1nc(NC(=O)c2ccco2)nn1-c1ccccc1 returned BL2 CD40 inh -38.
For CCN(CC)CC#CCC(O)(c1ccccc1)c1ccccc1 the results were BL2 CD40 inh 1.
Screening Cc1ccc(NC(=O)CNC(=O)CC23CC4CC(CC(C4)C2)C3)c(O)c1 returned BL2 CD40 inh -1.
Screening CC(C)OC(=O)c1ccc(NC(=O)c2cncc(Br)c2)cc1 returned BL2 CD40 inh -16.
For COC(=O)C1CCN(C(=O)CSc2nnc(-c3ccccc3)o2)CC1 the results were BL2 CD40 inh -10.
For COCC(=O)N1[C@H](C#N)[C@@H](c2ccccc2C2=CCCCC2)[C@H]1CO the results were BL2 CD40 inh -5[25 µM].
COc1ccc(S(=O)(=O)N(C)C[C@@H]2Oc3ncccc3C(=O)N([C@H](C)CO)C[C@@H]2C)cc1 was read as BL2 CD40 inh -10[25 µM].
